# Screening data from PubChem.
# All columns: NCI-60 one-dose screen, growth in % after 48 h at 10 µM unless noted; 100 = growth as untreated, 0 = no growth, -100 = all killed.
# NCI/ADR-RES – NCI/ADR-RES ovarian cells. 81,000 tested, 4.4% active. AID 1794790
# NCI-H226 – NCI-H226 lung cancer; 79,000 tested, 3.5% active
# NCI-H460 – NCI-H460 lung cancer | 82,000 tested, 6.8% active | AID 1794736
# OVCAR-4 – OVCAR-4 ovarian cancer cells; 80,000 tested, 3.7% active; AID 1794784
# NCI-H522 – NCI-H522 lung cancer. 78,000 tested, 8% active. AID 1794739
# NCI-H23 – NCI-H23 lung cancer; 80,000 tested, 4% active; AID 1794731
# IGROV1 – IGROV1 ovarian cancer; 79,000 tested, 4.7% active; AID 1794786
# NCI-H322M – NCI-H322M lung cancer | 80,000 tested, 2.7% active | AID 1794733
# SK-OV-3 – SK-OV-3 ovarian cancer cells; 80,000 tested, 3.2% active
# * hit, by the source's call; x = not tested or not shown. Rule for the calls: active = growth percent below 10; inactive = the rest.
SMILES	NCI/ADR-RES	NCI-H226	NCI-H460	OVCAR-4	NCI-H522	NCI-H23	IGROV1	NCI-H322M	SK-OV-3
CC(C)(C)c1cc(-n2nc3ccccc3[n+]2[O-])c(O)c(C(C)(C)C)c1	77	72	47	72	83	93	79	96	96
O=c1[nH]c2ccc(Cl)cc2cc1CSc1ccccc1Nc1nccc(-c2ccc3c(c2)OCO3)n1	57	56	62	55	51	68	67	74	105
CCOC(=O)N1CCN(CC(=O)Nc2nc(-c3cc4ccccc4oc3=O)cs2)CC1	99	88	99	65	86	93	78	100	103
OC(COc1ccccc1)CN1CCOCC1 (stereo unspecified)	111	105	120	112	174	105	121	126	116
CCCCSc1nc(Nc2ccc(/C(C)=N/NC(N)=S)cc2)c(C#N)c(-c2ccc(F)cc2)n1	38	21	18	16	44	21	50	54	78
COc1cc2c(cc1OCCCN1CCN(CCCOc3cc4c(cc3OC)C(=O)N3CCC[C@H]3C=N4)CC1)C=CC(C)(C)O2	33	-70*	-95*	-71*	-80*	-58*	-89*	-81*	-84*
CCCCCCCCCCCCC(CN(C)C)C(=O)c1ccccc1 (stereo unspecified)	73	74	94	70	75	75	70	101	98
NS(=O)(=O)c1ccc(N=Nc2ccc(-c3nn4cc(-c5ccccc5)nc4s3)cc2)cc1	107	100	113	100	90	97	117	103	89
CCCn1c(=C(C#N)C#N)s/c(=C(/N)O)c1=N	103	104	112	112	90	106	96	99	115
Cc1cccc(NC2(C(=O)O)CCCC2)c1	113	93	112	110	x	96	x	x	106
O=C(CN1CCN(c2cc3c(cc2F)c(=O)c(C(=O)O)cn3C2CC2)CC1)N/N=C/c1cc2ccccc2[nH]1	96	66	98	89	84	83	56	86	87
Cc1ccc([N+](=O)[O-])cc1NC(=O)Nc1onc(C)c1C	101	110	103	101	92	91	x	103	98
COc1ccc(/C(O)=C2\C(=O)C(=O)N(CCCn3ccnc3)C2c2cccc(Oc3ccccc3)c2)cc1 (stereo unspecified)	88	120	108	119	96	94	77	100	122
Cc1ccc2nc(-c3ccc(OCC(=O)NN4C(=O)c5ccccc5C4=O)cc3)[nH]c2c1	105	92	105	104	94	101	93	96	97
Cc1nn(-c2ccccc2)c(N)c1N=C1NC(=O)/C(=C/c2cn(-c3ccccc3)nc2-c2ccc(Cl)cc2)S1	89	99	107	101	119	93	116	90	100
CCOc1ccc2nc(N(Cc3ccc4c(c3)OCO4)C(C)=O)sc2c1	104	103	109	104	91	105	102	102	110
OC1CCN(CCCOc2c3ccccc3nc3c2oc2ccc(Cl)cc23)CC1	22	11	4.8*	19	-51*	x	1.4*	-1.3*	46
OCCN1CCCCC1	102	98	111	89	100	98	100	97	112
COc1cc2cc(Oc3ccc(NC(=O)c4cc(C(F)(F)F)cc(C(F)(F)F)c4)cc3)c(C)nc2cc1OCCN(C)C	78	70	87	79	76	67	78	96	101
CNC(=O)c1cc(-n2ccc3cc(NC(=O)Nc4ccc(F)c(C(F)(F)F)c4)ccc32)ccn1	75	76	65	82	65	88	91	89	111
O=C(NCC(c1ccsc1)N1CCCCCC1)c1ccc(C(F)(F)F)cc1 (stereo unspecified)	x	92	100	95	93	93	97	100	109
c1ccc2cc(C[n+]3ccn(CCCCCCCCCCn4cc[n+](Cc5ccc6ccccc6c5)c4)c3)ccc2c1	99	39	11	13	-72*	5.7*	-26*	35	-17*
CC(=O)/C(=C/n1ccc(=O)[nH]c1=S)C(=O)Nc1ccc(Cl)cc1	101	94	103	101	86	95	104	99	106
COc1ccc(/C=C2\Oc3cc(OCCCN4CCCC4)ccc3C2=O)c(OC)c1	91	96	24	90	75	88	88	95	110
Cc1c(-c2ccccc2Br)nc2ccccc2c1C(=O)O	115	96	107	114	100	116	129	129	86

# The final 3 entries of the part above open the next one:
SMILES	NCI/ADR-RES	NCI-H226	NCI-H460	OVCAR-4	NCI-H522	NCI-H23	IGROV1	NCI-H322M	SK-OV-3
CC(=O)/C(=C/n1ccc(=O)[nH]c1=S)C(=O)Nc1ccc(Cl)cc1	101	94	103	101	86	95	104	99	106
COc1ccc(/C=C2\Oc3cc(OCCCN4CCCC4)ccc3C2=O)c(OC)c1	91	96	24	90	75	88	88	95	110
Cc1c(-c2ccccc2Br)nc2ccccc2c1C(=O)O	115	96	107	114	100	116	129	129	86
COc1cc(-c2nc3ccccc3c(=O)[nH]2)ccc1OCC(=O)N=Nc1c(O)[nH]c2ccc([N+](=O)[O-])cc12	110	106	114	112	100	107	113	111	96
O=c1c(-c2nc3ccccc3[nH]2)cc2ccccc2n1Cc1cn(Cc2ccc(Br)cc2)nn1	99	x	100	104	92	93	87	98	x
CC[N+](CC)=c1ccc2nc3c(cc(NCc4ccccc4)c4ccccc43)oc-2c1	-7.9*	-34*	-66*	-93*	-82*	-76*	-95*	x	-8.7*
CSc1nccc(-c2c(-c3ccc(F)c(OCCc4ccccc4)c3)nc3sccn23)n1	51	75	71	56	77	55	47	84	81
CC(C)(C)CC1OC1CSC#N (stereo unspecified)	114	104	104	104	101	116	115	126	107
O=C1CSC(=S)N1C1CCCCC1	107	95	107	93	94	103	123	140	111
Nc1ccc(S(=O)(=O)c2ccc(NO)cc2)cc1	90	118	111	89	79	100	1.9*	116	94
COc1ccc(-c2cn(-c3ccccc3)c(-c3ccccc3)n2)cc1OC	86	62	71	67	75	76	84	88	209
O=C(O)[C@@H]1c2ccccc2C(=O)N(c2ccccc2)[C@H]1c1ccc(I)cc1	93	95	85	96	74	85	80	95	90
CN(C)S(=O)(=O)c1ccc(-c2nc(C(Cl)Cl)nc3cc(-c4ccccc4)nn23)cc1	70	96	89	90	90	85	66	99	92
Cc1ccc(NC(=O)Cn2c(-c3cncs3)nc3ccccc32)cc1	94	92	103	89	87	92	111	108	98
c1nc2ccc(-c3cc4ccc5[nH]ncc5c4c4c3CCCC4)cc2[nH]1	110	57	63	88	37	79	36	41	50
COc1ccc(OC)c(-c2nc3ccccc3s2)c1	107	70	97	98	96	94	62	88	91
O=c1oc2ccccc2cc1-c1cc(-c2ccc(-c3cc(-c4cc5ccccc5oc4=O)nc(-c4cc5ccccc5oc4=O)c3)cc2)cc(-c2cc3ccccc3oc2=O)n1	108	98	106	100	97	99	105	108	94
CC(=O)OCC(=O)[C@@]1(O)CC[C@H]2[C@@H]3CC[C@@H]4[C@@H](Br)C(=O)CC[C@]4(C)[C@H]3C(=O)C[C@@]21C	98	107	104	99	88	96	93	78	102
Cc1ccccc1N=NN(C)C	103	83	91	112	79	98	99	105	88
COC1C(C(=O)O)OC(n2c3c(Cl)cccc3c3c4c(c5c6cccc(Cl)c6[nH]c5c32)C(=O)NC4=O)C(O)C1O (stereo unspecified)	95	83	106	95	91	90	87	95	91
CC[C@@H](C(=O)[C@H](C)[C@H](O)[C@@H](C)[C@H]1O[C@H]([C@@H](CC)C(=O)N(CC)CC)CC[C@H]1C)C1O[C@]2(C=C[C@@H](O)[C@]3(CC[C@@](C)([C@H]4CC[C@](O)(CC)[C@H](C)O4)O3)O2)[C@H](C)C[C@@H]1C (stereo partly specified)	5.4*	7.5*	12	28	5.2*	19	20	x	21
N#Cc1ccc(-c2ccc(OCCCCN3CCCCCC3)cc2)cc1	88	90	95	90	57	82	100	94	88
COc1cc(CNC(=O)/C=C/C=C/c2ccc3c(c2)OCO3)ccc1OCc1cn(-c2ccccc2F)nn1	88	88	80	81	73	82	85	89	99
Cc1n(Cc2ccc3ccccc3c2)cc[n+]1Cc1ccc2ccccc2c1	93	19	9.1*	9.3*	x	5.5*	-38*	49	21
N#Cc1coc(-c2ccccc2)n1	109	88	107	100	87	100	102	100	96
CC/C(=C(/c1ccc(Cl)cc1)c1ccc(OCCCN(C)C)cc1)c1ccccc1	96	107	92	103	102	102	102	94	112
CCCCC(=O)N(Cc1ccc(-c2ccccc2-c2nn[nH]n2)cc1)[C@H](C(=O)O)C(C)C	103	99	112	101	103	101	109	98	110
Cc1ccc(NC(=O)CSc2nc(-c3cnccn3)cc(-c3cccs3)c2C#N)cc1	76	93	61	90	67	78	96	90	84

# The list goes on, starting with the last 4 of the part before.
SMILES	NCI/ADR-RES	NCI-H226	NCI-H460	OVCAR-4	NCI-H522	NCI-H23	IGROV1	NCI-H322M	SK-OV-3
N#Cc1coc(-c2ccccc2)n1	109	88	107	100	87	100	102	100	96
CC/C(=C(/c1ccc(Cl)cc1)c1ccc(OCCCN(C)C)cc1)c1ccccc1	96	107	92	103	102	102	102	94	112
CCCCC(=O)N(Cc1ccc(-c2ccccc2-c2nn[nH]n2)cc1)[C@H](C(=O)O)C(C)C	103	99	112	101	103	101	109	98	110
Cc1ccc(NC(=O)CSc2nc(-c3cnccn3)cc(-c3cccs3)c2C#N)cc1	76	93	61	90	67	78	96	90	84
Cc1ccc(CNc2ccc(C)cc2)cc1	113	100	97	100	x	106	101	94	107
COc1ccc(Oc2ccccc2C(=O)O)cc1	91	86	111	88	94	85	95	105	91
NC(=S)NS(=O)(=O)c1ccc(N)cc1	104	96	109	113	102	x	107	x	108
Oc1ccc(CSc2nnc(-c3ccncc3)n2-c2ccccc2)c2cccnc12	9.5*	51	6.0*	17	4.0*	22	8.8*	34	9.4*
O=C(CCCn1c(O)c(/C=C2\C=Nc3ccccc32)sc1=S)N1CCOCC1	94	89	100	102	96	98	81	96	88
COc1ccc(Nc2ncccc2NC(=O)c2cn(Cc3cc(OC)c(OC)c(OC)c3)nn2)c(OC)c1	96	95	111	107	104	96	113	102	121
C[C@@H](Oc1cc(-c2cnn(C3CCNCC3)c2)cnc1N)c1c(Cl)ccc(F)c1Cl	2.3*	-12*	-64*	-24*	-75*	-10*	-25*	15	-39*
N#CCN1CCCCCC1	105	109	103	91	102	108	107	98	103
COc1ccc(C2C=C(c3ccc(N)cc3)N=C3SC=CN32)cc1OC (stereo unspecified)	106	107	116	102	101	101	101	102	115
O=C(Cn1nc(-c2ccccc2)ccc1=O)NNC(=S)NC1CCCCC1	105	105	136	114	104	105	104	100	112
O=S(=O)(O)c1ccc2cc(O)c(O)cc2c1	174	101	106	102	100	172	110	118	101
COc1ccc(Nc2[nH]n(C3=Nc4ccccc4Sc4ccccc43)c(=O)c2C#N)cc1	45	x	x	47	30	28	55	89	53
N#Cc1cnn2c1NC(c1ccc(Cl)cc1)C(C#N)C2=O (stereo unspecified)	98	91	101	114	85	94	85	102	87
O=C(O)c1ccc([N+](=O)[O-])cc1S(=O)(=O)O	104	104	105	116	101	104	108	113	103
CCOC(=O)C(C#N)C(=N)C1CC(C)(C)OC1=O (stereo unspecified)	112	106	109	104	x	113	116	105	109
CC(=O)c1sc(N)c(-c2nnc(-c3ccccc3)o2)c1C	98	85	103	103	78	89	100	108	93
C[C@@H](O)C[C@@H]1C[C@@H]1/C=C/c1ccccc1	103	100	107	108	77	107	104	94	100
Cc1nc(Nc2nc(-c3ccccn3)nc(C(Cl)(Cl)Cl)n2)sc1C	70	98	27	86	88	84	85	56	80
CCCSC1=NC2C(N(CC)C(=O)N2CC)N1/N=C/C=C/c1ccccc1[N+](=O)[O-] (stereo unspecified)	13	x	5.1*	40	0.6*	46	30	57	x
O=C(NCCCl)Nc1ccc2c(ccn2C(=O)c2cccc(F)c2)c1	96	101	98	90	88	97	105	98	114
CCCCCCCCc1cc(Cl)c(O)c(Cl)c1	103	104	109	115	98	103	133	121	101
CCc1onc(-c2noc(CC)c2C)c1C	110	112	120	102	97	102	117	102	100
O=C(Cn1c(-c2ccccc2)nc2cc(Cl)c(Cl)cc21)N=Nc1c(O)[nH]c2ccccc12	66	56	84	83	78	70	89	91	92
O=C1CCC(C(=O)N(Nc2ccccc2)c2ccccc2)N1 (stereo unspecified)	103	107	101	100	100	104	102	100	98
O=C1C(=O)c2cc([N+](=O)[O-])ccc2-c2ccccc21	-74*	-99*	16	-98*	x	-72*	-72*	97	56
CCC(=O)c1cccc2ccccc12	102	99	106	111	94	102	101	106	102
COc1ccc(-c2cn3ccnc3c(-c3ccc(OC)cc3)n2)cc1	x	79	96	133	80	93	103	100	97
COc1cc2c(cc1OC)C(=O)/C(=C/C=C/c1c(C3CC3)nc3ccccc3c1-c1ccc(F)cc1)C2	101	91	103	105	87	95	97	x	102
C/C(=N\N)c1ccc(NC2=CC(=O)c3ccccc3C2=O)cc1	85	85	89	65	69	43	53	91	90
O=C(OC1OC(COCc2ccccc2)C(OCc2ccccc2)C1OCc1ccccc1)c1ccc([N+](=O)[O-])cc1 (stereo unspecified)	87	65	78	87	79	94	87	93	92
Nc1ccc2c(c1)C(=O)c1ccc(N)cc1-2	111	114	107	x	87	108	108	108	110
CCNC(=O)c1ccccc1S(C)=O (stereo unspecified)	108	115	109	112	100	105	115	112	102
Cc1ccccc1Cc1nccc2c1[nH]c1ccccc12	88	92	85	92	80	94	x	90	111
Cc1cc(O)c2c(c1)C1OC(=O)CCCCCN1C1=C2C(=O)c2cccc(OC3CC(O)C(O)C(C)O3)c2C1=O (stereo unspecified)	91	118	65	90	34	80	96	95	90

# The order is random (roughly 11% active in at least one column).
